PglD inh = inhibitors of Campylobacter jejuni PglD acetyltransferase; purified PglD enzyme, DTNB colorimetric CoA detection; AID 602405; inhibition, % at 12.5 µM; actives 0.098% (n = 360,000); in the data active = inhibition above about 16%, passing the limit was not always enough; inconclusive = no clear call, values can overlap the other calls; note: strong numbers were not always called active
GSIS activator = GLuc luminescence reporter in INS-1E cells, primary screen for activators of glucose-dependent secretion of insulin; INS-1E GLuc reporter insulin secretion, 2-3 h; AID 743287; actives 0.61% (n = 370,000); activation, % at 16.6 µM;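 active = lowest replicate activation of at least 40%, so every replicate reaches that level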;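 note: 0% = median of neutral control wells and 100% = median of IBMX positive control wells; some compounds called inactive have numbers as strong as hits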
C2C12 statin = suppression of simvastatin myotoxicity. C2C12 myotubes + simvastatin, ATP luminescence, 48 h; scaled: DMSO 0, geranylgeraniol control 100. rescue of ATP level, % at 7.49 µM. actives 0.78% (n = 330,000). AID 602340;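 active = mean ATP rescue above about 67%, or every replicate alone reaching that limit, limit read from the data, passing the limit was not always enough; inconclusive = no clear call, values can overlap the other calls; inactive = mean under the limit and some replicate under it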;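 note: myotubes were challenged with 10 µM simvastatin during compound exposure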
Cneo AK release = Cryptococcus neoformans lysis via adenylate kinase release; actives 0.2% (n = 360,000); C. neoformans lysis, adenylate kinase release luminescence, 4 h; normalised: neutral wells 0, clomiphene wells 100; lysis activity, % at 15 µM;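 active = mean lysis activity across replicates of at least 80%, whatever share of replicates individually reach that level; inactive = mean lysis activity below 80%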
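Assay system: C. neoformans cells. Amount: yeast cell density of 5 × 10^6 cells/mL. Technique: AK luminescence. Buffer or medium: YPD. Times: static 4 h at 37 °C with compound, 1 h detection. Dosing: single-point compound dose. Read-out: lysis from increased AK signal.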
PGC1a acetyl inh = lowers PGC1a acetylation signal in U2OS cells; AlphaScreen anti-acetyl-lysine; with virally co-expressed GCN5 acetyltransferase; inhibition, % at 15.6 µM; actives 0.17% (n = 350,000);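 active = every replicate shows inhibition of at least 40%; inconclusive = mean inhibition at least 40% but some replicate below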;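 note: 0% = neutral control wells and 100% = positive control wells; some results beyond the cut were filed as inactive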
ARNT TACC3 PPI = ARNT/TACC3 interaction disruption; AID 623870; actives 0.66% (n = 390,000); AlphaScreen His-ARNT PAS-B/GST-TACC3 binding, luminescence; TACC3 fragment carries E629A point mutation; inhibition, % at 9.99 µM; Q9Y6A5;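 active = mean inhibition of replicates at least 50% and at least half of replicates each reaching 50%; inconclusive = half or more replicates reach 50% but mean below 50%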;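 note: 0% = complete ARNT plus TACC3 wells and 100% = ARNT alone without TACC3; many hits fall short of the cut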
PAX8 inh HTS = inhibitors of PAX8 transcriptional activity in RMG-I cells; RMG-I TPO-luciferase reporter, SteadyGlo, 24 h; inhibition, % at 12.6 µM; actives 1.2% (n = 360,000);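 active = mean replicate inhibition at least 60% with every replicate also reaching 60%; inconclusive = only one of the two criteria is met; inactive = mean below 60% and not all replicates reaching 60%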;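 note: luciferase light reporting Pax8 driven TPO promoter activity; plate controls were median of neutral control wells for no effect and mitoxantrone controls for full effect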
LGR2 antag = Drosophila LGR2 receptor signaling inhibition | actives 0.35% (n = 380,000) | AID 720647 | inhibition, % at 9.99 µM | HEK293 LGR2, CRE-luciferase, bursicon-stimulated, 4 h;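 active = drop in luminescence signal, shown as inhibition above about 50% in the replicate tests, limit read from the data, passing the limit was not always enough; inconclusive = probably only some replicates passing the limit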;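 note: agonist challenge used bursicon conditioned medium at about half maximal strength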
Starred values were filed as active, the others as inactive; & = joins results of further samples.

What do the screens show for `COc1ccccc1-c1nnc2n1N=C(c1ccc(OC(F)F)c(OCC3CC3)c1)CS2`?
PglD inh: -1; GSIS activator: 0; C2C12 statin: 15; Cneo AK release: 0; PGC1a acetyl inh: -17; ARNT TACC3 PPI: -3; PAX8 inh HTS: 26; LGR2 antag: -2

How did COC(=O)CCCC1=CC2=CC(=O)C(C)(OC(=O)c3cccs3)C(=O)C2=CN1c1ccccc1 (stereo not given) do in these assays?
PglD inh: 1; GSIS activator: -10; Cneo AK release: 0; PGC1a acetyl inh: -1; ARNT TACC3 PPI: 3; PAX8 inh HTS: 7; LGR2 antag: 0

What do the screens show for `COCC(=O)Nc1ccc2c(c1)C(=O)N(C)[C@H]1CC[C@H](CC(=O)NCc3ccc(OC)cc3)O[C@@H]1CO2`?
PglD inh: 1; GSIS activator: 3; C2C12 statin: -10; Cneo AK release: 1; PGC1a acetyl inh: -1; ARNT TACC3 PPI: 0; PAX8 inh HTS: -2; LGR2 antag: -10

Results for Cc1[nH]nc2c1C1(CCC(c3ccccc3)CC1)C(C#N)=C(N)O2 (stereo not given) ?
PglD inh: 1; C2C12 statin: 4; Cneo AK release: -1; PGC1a acetyl inh: -9; ARNT TACC3 PPI: 3

Results for CCCCC1(CC)C(=O)NC(=O)NC1=Nc1ccc(OC)cc1 (stereo not given) ?
PglD inh: -2; C2C12 statin: 2; Cneo AK release: 1; PGC1a acetyl inh: 2; ARNT TACC3 PPI: 0

Results for CO[C@@H]1CN(C)C(=O)c2cc(NC(=O)C3CCC3)ccc2OC[C@@H](C)N(C(=O)c2ccccc2)C[C@H]1C ?
PglD inh: -1; GSIS activator: -13; C2C12 statin: 7; Cneo AK release: 0; ARNT TACC3 PPI: -3; PAX8 inh HTS: 15; LGR2 antag: -3

Results for COc1ccc(S(=O)(=O)N(C)C[C@H]2Oc3ccc(NC(=O)NC4CCCCC4)cc3C(=O)N([C@H](C)CO)C[C@@H]2C)cc1 ?
PglD inh: -1&4; GSIS activator: -7&-13; C2C12 statin: -56&-17; Cneo AK release: 4&0; PGC1a acetyl inh: 0&5; ARNT TACC3 PPI: -2&1; PAX8 inh HTS: -4; LGR2 antag: 22&7

Results for CCCN(C(=O)c1cn(CC)c2nc(C)ccc2c1=O)c1c(N)n(Cc2ccccc2)c(=O)[nH]c1=O ?
GSIS activator: 4; ARNT TACC3 PPI: 13; PAX8 inh HTS: 13; LGR2 antag: -3

How did Cc1c(NC(=O)C(C)OC(=O)CC2Sc3ccccc3NC2=O)c(=O)n(-c2ccccc2)n1C (stereo not given) do in these assays?
PglD inh: -5; C2C12 statin: -1; Cneo AK release: -2; ARNT TACC3 PPI: -2

Results for COc1cccc(-c2ccnc3[nH]n(-c4ccccc4)c(=O)c23)c1 ?
PglD inh: -5; C2C12 statin: -1; Cneo AK release: -1; ARNT TACC3 PPI: -7; PAX8 inh HTS: -4; LGR2 antag: -17

Results for Cc1ccc(-n2c(=O)c3sccc3n(Cc3cc(=O)n4ccccc4n3)c2=O)cc1 ?
GSIS activator: 10; ARNT TACC3 PPI: -10; PAX8 inh HTS: -10; LGR2 antag: 9

What do the screens show for `CCCCOP(=O)(c1ccc(N(C)C)cc1)C(O)c1cc(OC)c(OC)c(OC)c1` (stereo not given)?
PglD inh: -3; GSIS activator: -7; C2C12 statin: 7; Cneo AK release: -4; PGC1a acetyl inh: -6; ARNT TACC3 PPI: 2; PAX8 inh HTS: 9; LGR2 antag: -15

Results for CC(NC(=O)COc1ccc(Br)cc1)C1CCCO1 (stereo not given) ?
PglD inh: 1; C2C12 statin: 1; Cneo AK release: -1; ARNT TACC3 PPI: -9; LGR2 antag: -7

What do the screens show for `NS(=O)(=O)c1ccc(CCNc2nc(CN3CCOCC3)nc3sc4c(c23)CCC4)cc1`?
GSIS activator: -12; PGC1a acetyl inh: 10; ARNT TACC3 PPI: 9; LGR2 antag: -7

How did Cc1cc(C)cc(NC(=S)N(CCN(C)C)Cc2cccs2)c1 do in these assays?
PglD inh: -5; GSIS activator: 1; C2C12 statin: -2; Cneo AK release: 4; ARNT TACC3 PPI: 5; PAX8 inh HTS: -2; LGR2 antag: 3

How did CCCCNC(=S)NNC(=O)c1ccoc1C do in these assays?
PglD inh: 4; GSIS activator: -9; C2C12 statin: 8; Cneo AK release: 1; PGC1a acetyl inh: -3; ARNT TACC3 PPI: -3

What do the screens show for `CC(=O)N1CCN(S(=O)(=O)c2cccc(C(=O)Nc3nccs3)c2)CC1`?
GSIS activator: 7; ARNT TACC3 PPI: -3; PAX8 inh HTS: 1; LGR2 antag: 3

What do the screens show for `Cc1cccc(C(=O)NNC(=O)c2ccc(S(=O)(=O)N3CCOCC3)cc2)c1`?
PglD inh: 3; GSIS activator: 6; C2C12 statin: 3; Cneo AK release: 2; PAX8 inh HTS: 4; LGR2 antag: 8

How did COc1ccc(NC(=O)N(C)C[C@H]2OCc3cnnn3CCCC(=O)N([C@@H](C)CO)C[C@H]2C)cc1 do in these assays?
PglD inh: -5&-2; GSIS activator: 0&-3; C2C12 statin: 16&6; Cneo AK release: 0&-4; PGC1a acetyl inh: 7; ARNT TACC3 PPI: -2; PAX8 inh HTS: -12&13; LGR2 antag: -13

How did CC(C(=O)Nc1ccc(F)c(F)c1F)N1CCCCCC1 (stereo not given) do in these assays?
PglD inh: 2; GSIS activator: -3; Cneo AK release: -3; PGC1a acetyl inh: -3; LGR2 antag: 8

How did CC(=O)N1[C@H](CO)[C@@H](c2ccccc2)C12CN(C(=O)Cc1ccccc1)C2 do in these assays?
GSIS activator: 2; PGC1a acetyl inh: 3; PAX8 inh HTS: -7; LGR2 antag: -7

What do the screens show for `C/C=C/c1cnc2c(c1)C(=O)N([C@H](C)CO)C[C@H](C)[C@@H](CN(C)Cc1cncnc1)O2`?
PglD inh: -11; GSIS activator: -7; C2C12 statin: -7; Cneo AK release: -3; PGC1a acetyl inh: -6; ARNT TACC3 PPI: -5; LGR2 antag: -3

How did Cc1ccccc1OCCC(=O)Nc1cccc(S(=O)(=O)Nc2ccccc2Cl)c1 do in these assays?
GSIS activator: -10; ARNT TACC3 PPI: -31; PAX8 inh HTS: 8; LGR2 antag: 16

How did Cc1ccc(NC(=O)CCN2CCCCC2)cc1 do in these assays?
PglD inh: 4; GSIS activator: 7; C2C12 statin: -17; Cneo AK release: -1; PGC1a acetyl inh: 16; ARNT TACC3 PPI: -7; PAX8 inh HTS: 10; LGR2 antag: 10

How did CCNC(=O)C[C@@H]1CC[C@H](NC(=O)C2CCC2)[C@@H](CO)O1 do in these assays?
PglD inh: 0; GSIS activator: 14; C2C12 statin: 11; Cneo AK release: -1; PGC1a acetyl inh: -4; ARNT TACC3 PPI: -3; LGR2 antag: 1

Results for COc1ccc2c(CC(=O)Nc3ncc(C)s3)coc2c1 ?
PglD inh: 0; GSIS activator: -2; Cneo AK release: 0; PGC1a acetyl inh: 2; ARNT TACC3 PPI: 22; PAX8 inh HTS: -51; LGR2 antag: -9

Results for CCOc1ccccc1N=C1NC(=O)CS1 ?
PglD inh: 1; C2C12 statin: -3; Cneo AK release: 1; ARNT TACC3 PPI: -2

How did COc1ccc(CC(=O)N2CCN=C2SCc2ccc([N+](=O)[O-])cc2)cc1 do in these assays?
GSIS activator: -22; ARNT TACC3 PPI: -1; PAX8 inh HTS: 12; LGR2 antag: 9

Results for C=CCN1C(=O)C(Cc2ccc(SC(F)F)cc2)SC1=Nc1ccc(C(=O)O)cc1 (stereo not given) ?
PglD inh: 0; GSIS activator: -8; C2C12 statin: -31; Cneo AK release: -2; ARNT TACC3 PPI: -6; PAX8 inh HTS: -1

How did COc1cc2cc(/C=C/C(=O)c3ccco3)c(Cl)nc2cc1OC do in these assays?
PglD inh: 7; C2C12 statin: 0; Cneo AK release: 0; PGC1a acetyl inh: -2; ARNT TACC3 PPI: 21; PAX8 inh HTS: -8

Brought forward from above: three entries, followed by the next part.
How did COc1ccc(CC(=O)N2CCN=C2SCc2ccc([N+](=O)[O-])cc2)cc1 do in these assays?
GSIS activator: -22; ARNT TACC3 PPI: -1; PAX8 inh HTS: 12; LGR2 antag: 9

Results for C=CCN1C(=O)C(Cc2ccc(SC(F)F)cc2)SC1=Nc1ccc(C(=O)O)cc1 (stereo not given) ?
PglD inh: 0; GSIS activator: -8; C2C12 statin: -31; Cneo AK release: -2; ARNT TACC3 PPI: -6; PAX8 inh HTS: -1

How did COc1cc2cc(/C=C/C(=O)c3ccco3)c(Cl)nc2cc1OC do in these assays?
PglD inh: 7; C2C12 statin: 0; Cneo AK release: 0; PGC1a acetyl inh: -2; ARNT TACC3 PPI: 21; PAX8 inh HTS: -8

What do the screens show for `Cc1cnc(C(=O)N2CCCC(N3CCN(c4ccccc4C)CC3)C2)cn1` (stereo not given)?
PglD inh: 0; GSIS activator: 17; C2C12 statin: -10; Cneo AK release: -2; ARNT TACC3 PPI: 1; PAX8 inh HTS: 6; LGR2 antag: -11

What do the screens show for `COCC(=O)N(C)C[C@H]1Oc2ncc(-c3ccccc3F)cc2C(=O)N([C@@H](C)CO)C[C@@H]1C`?
PglD inh: 1; GSIS activator: 11; C2C12 statin: 6; Cneo AK release: -2; PGC1a acetyl inh: 6; PAX8 inh HTS: -10; LGR2 antag: 0

Results for CCN(CC)CCN1C(=O)C(=O)/C(=C(/O)c2c(C)[nH]c(C(=O)OC)c2C)C1c1ccc(OC)cc1 (stereo not given) ?
PglD inh: -5; C2C12 statin: 0; Cneo AK release: -1; PGC1a acetyl inh: -10; ARNT TACC3 PPI: -3

How did C#CC[N+]1(CC#Cc2ccccc2)CCOCC1 do in these assays?
PglD inh: 2; GSIS activator: 4; C2C12 statin: 22; Cneo AK release: 0; PGC1a acetyl inh: 8; ARNT TACC3 PPI: -15; LGR2 antag: -9

What do the screens show for `CC(C)(C)C1CCC(OCC(O)CN2CCCC2)CC1` (stereo not given)?
PglD inh: -1; GSIS activator: 6; C2C12 statin: 1; Cneo AK release: 1; ARNT TACC3 PPI: 4; PAX8 inh HTS: 23; LGR2 antag: 8

What do the screens show for `O=C(CCCn1c(=O)[nH]c2cc(Cl)ccc2c1=O)NC1CCCCCCC1`?
PglD inh: 0; Cneo AK release: 0; PGC1a acetyl inh: 7; ARNT TACC3 PPI: -5; PAX8 inh HTS: 3

How did C[C@@H]1CN([C@@H](C)CO)C(=O)c2cc(NC(=O)Nc3ccc(C(F)(F)F)cc3)ccc2O[C@@H](C)CCCCO[C@@H]1CN(C)C do in these assays?
PglD inh: -2; GSIS activator: -4; C2C12 statin: -56; Cneo AK release: 52; PGC1a acetyl inh: -3; ARNT TACC3 PPI: 32; PAX8 inh HTS: 60; LGR2 antag: -7

How did CCC(C)NC(=O)CCc1nc2ccccc2n1-c1ccccc1 (stereo not given) do in these assays?
PglD inh: 2; GSIS activator: 11; C2C12 statin: 3; Cneo AK release: 5; PGC1a acetyl inh: -2; PAX8 inh HTS: 11; LGR2 antag: 1

What do the screens show for `COc1ccc(Nc2ncc(F)c(N3CCOCC3)n2)cc1`?
GSIS activator: -4; ARNT TACC3 PPI: -1; PAX8 inh HTS: -89; LGR2 antag: inconclusive

Results for C[C@H]1CN([C@@H](C)CO)C(=O)c2cc(NC(=O)Nc3ccc(C(F)(F)F)cc3)ccc2O[C@H]1CN(C)S(=O)(=O)c1ccc(Cl)cc1 ?
PglD inh: 1; GSIS activator: 1; C2C12 statin: -15; Cneo AK release: 1; PGC1a acetyl inh: -1; ARNT TACC3 PPI: -3; LGR2 antag: -2

The order is random. About 2.9% of those tested had a hit in this group.
